UBC13 polyUb – human UBC13 polyubiquitination inhibition | P61088 | UBC13 polyubiquitin chain formation, TR-FRET | inhibition, % at 20 µM | actives 0.47% (n = 330,000) | AID 485273; in the data active means inhibition above about 45%, passing the limit was not always enough
Target sequence (P61088 whole entry, looked up): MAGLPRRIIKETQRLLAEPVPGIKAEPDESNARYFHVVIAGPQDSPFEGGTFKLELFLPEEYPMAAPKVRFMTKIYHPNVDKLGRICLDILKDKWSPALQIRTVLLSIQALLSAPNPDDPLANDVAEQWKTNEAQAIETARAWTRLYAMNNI
SENP7 inh – SENP7 protease inhibition; Q9BQF6; recombinant SENP7, Z-RLRGG-aminoluciferin luminescence, 40 min; inhibition, % at 5 µM; actives 1.5% (n = 330,000); AID 434973;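 active means inhibition above about 50% at the single test dose, limit read from the data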;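 further: plate controls were DMSO with enzyme for no effect and no enzyme buffer wells for full effect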
SENP6 block – blocks the human protease SENP6. Q9GZR1. Recombinant SENP6 catalytic domain, aminoluciferin luminescence. inhibition, % at 10 µM. actives 1.8% (n = 330,000);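 active means inhibition above about 50% at the single tested dose, limit read from the data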;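 further: plate controls were DMSO wells with enzyme for no effect and DMSO wells lacking enzyme for full effect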
PfGluPho inh – PfG6PD (Plasmodium falciparum) enzyme inhibition; PfGluPho enzyme, NADPH resazurin-diaphorase fluorescence; inhibition, % at 20 µM; actives 0.78% (n = 350,000); AID 504690;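 active means inhibition reaching at least a set limit at 20 µM in the primary screen, cut at about 59% in these data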;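 further: 0% = DMSO wells with substrate and 100% = DMSO wells lacking glucose-6-phosphate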
HKDC1 inhibitor – HKDC1 (human) hexokinase inhibition | AID 493160 | inhibition, % at 20 µM | recombinant HKDC1, G6PDH/diaphorase resazurin coupled fluorescence | Q2TB90 | actives 0.16% (n = 340,000);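 active means inhibition above about 35% when tested at 20 µM, limit read from the data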;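 further: plate controls were DMSO wells with enzyme for no effect and DMSO wells lacking enzyme for full effect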
Target sequence (Q2TB90 whole entry, looked up): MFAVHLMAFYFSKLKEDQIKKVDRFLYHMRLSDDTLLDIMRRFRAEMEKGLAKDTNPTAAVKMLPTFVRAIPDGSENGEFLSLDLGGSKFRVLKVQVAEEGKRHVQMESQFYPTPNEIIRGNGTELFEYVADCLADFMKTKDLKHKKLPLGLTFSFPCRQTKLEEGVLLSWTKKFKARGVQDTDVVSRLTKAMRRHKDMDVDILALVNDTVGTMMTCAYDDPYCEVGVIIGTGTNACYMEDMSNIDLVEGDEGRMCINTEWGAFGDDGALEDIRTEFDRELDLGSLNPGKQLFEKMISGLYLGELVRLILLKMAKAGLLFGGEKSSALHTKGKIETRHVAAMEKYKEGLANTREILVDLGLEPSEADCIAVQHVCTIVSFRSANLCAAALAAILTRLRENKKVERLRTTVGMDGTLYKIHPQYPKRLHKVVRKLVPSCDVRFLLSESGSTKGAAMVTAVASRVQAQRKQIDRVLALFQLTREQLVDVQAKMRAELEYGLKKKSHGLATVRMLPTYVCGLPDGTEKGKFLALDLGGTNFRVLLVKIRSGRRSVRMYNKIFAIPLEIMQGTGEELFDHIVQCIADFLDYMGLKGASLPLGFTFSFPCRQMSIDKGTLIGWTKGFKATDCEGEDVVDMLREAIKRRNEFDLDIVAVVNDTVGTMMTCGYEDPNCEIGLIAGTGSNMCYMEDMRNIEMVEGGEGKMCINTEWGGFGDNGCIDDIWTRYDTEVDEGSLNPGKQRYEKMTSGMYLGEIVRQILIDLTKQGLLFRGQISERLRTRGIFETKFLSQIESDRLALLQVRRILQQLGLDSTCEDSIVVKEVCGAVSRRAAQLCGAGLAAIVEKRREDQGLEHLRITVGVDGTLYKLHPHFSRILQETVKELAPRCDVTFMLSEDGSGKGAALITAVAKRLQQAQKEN
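Assay system: in-house recombinant HK5 (HKDC1) enzyme. Input: HKDC1 at 5 µg/mL. Medium: Tris pH 8.0 buffer with MgCl2, Tween-20, BSA, BME. Dosing: single 20 µM dose. Schedule: 90 min reaction incubation at room temperature, dark. Signal: resazurin-to-resorufin fluorescence via G6PDH and diaphorase coupling, 525/613 nm. Controls: DMSO-enzyme wells negative, buffer-substituted wells positive.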
SENP8 block-1 – blocks human SENP8 cleavage of Nedd8 substrate; recombinant SENP8, Nedd8 substrate fluorescence; actives 0.64% (n = 360,000); inhibition, % at 20 µM; AID 602440; in the data active means inhibition mostly above about 40%, no sharp cut-off; inactive means mostly below about 27%
MIN6 prolif – inducers of beta-cell replication in MIN6 cells; proliferation, % at 10 µM; MIN6 cells proliferation, ATPlite luminescence, 48 h; cells starved in 0.2% serum; 100% = growth in 10% serum; actives 0.29% (n = 330,000); AID 2380;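 active means compounds whose signal lies at least 3.5 SD above the mean of all wells on their plate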;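 further: 0% = DMSO-treated cells in low-serum medium and 100% = 10% serum control; some compounds called inactive have numbers as strong as hits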
SENP1 inh – blocks the human SENP1 SUMO protease catalytic domain | Q9P0U3 | recombinant SENP1 catalytic domain, CyPet-SUMO1-YPet FRET cleavage | inhibition, % at 10 µM | actives 0.21% (n = 360,000) | AID 624204;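 active means inhibition at least 30% at 10 µM, raw YFP signal under a set limit, fluorescence ratio 0.5 to 1.5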;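 further: 0% = enzyme with DMSO and 100% = no enzyme wells; some results filed as inactive read as strong as hits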
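Test system: hSENP1 catalytic domain, recombinant; Amount: 20 pM final SENP1 enzyme; Medium: Tris pH 8 buffer plus EDTA, NaCl, BME, BSA, NP40, catalase; Schedule: 50 min enzyme reaction, room temperature, light-protected; Technique: FRET fluorescence in CFP and YFP emission channels; Controls: no-enzyme wells low, DMSO-plus-enzyme wells high control.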
SENP8 block-2 – blocks the human protease SENP8; Q96LD8; purified SENP8, Z-RLRGG-aminoluciferin cleavage, luminescence; inhibition, % at 10 µM; actives 1.2% (n = 330,000); AID 2540; in the data active means inhibition above about 50%
* marks the source's active call; other numbers are inactive results.

Cc1cc(C)nc(N2CCC(C(=O)NCc3cccc(C(F)(F)F)c3)CC2)n1 was read as UBC13 polyUb 0.4, SENP7 inh -0.1, SENP6 block -2.8, PfGluPho inh -5.1, HKDC1 inhibitor -6.2, SENP8 block-1 -33.9, MIN6 prolif 0.0, SENP1 inh 0.1 and SENP8 block-2 9.7.
`COc1ccc(C2NC(=O)NC(C)=C2[N+](=O)[O-])cc1OC` (stereo not drawn) gave UBC13 polyUb -10.8, SENP7 inh -9.0, SENP6 block 14.9, PfGluPho inh -20.4, HKDC1 inhibitor -2.7, SENP8 block-1 23.2, MIN6 prolif -1.8, SENP1 inh 0.1 and SENP8 block-2 -5.3.
`CCOC(=O)NC(=O)COC(=O)CNC(=O)c1ccc(OCC)c(OCC)c1` gave UBC13 polyUb 10.6, SENP7 inh 4.2, SENP6 block -0.5, PfGluPho inh -0.9, HKDC1 inhibitor -3.7, SENP8 block-1 9.3, MIN6 prolif 0.8, SENP1 inh 0.6 and SENP8 block-2 -2.0.
CCNC(=O)n1nccc1C(C)Oc1ccccc1 (stereo not drawn) was read as UBC13 polyUb 2.5, SENP7 inh 8.0, SENP6 block -18.1, PfGluPho inh 2.9, HKDC1 inhibitor -8.4, SENP8 block-1 8.4, MIN6 prolif -0.8, SENP1 inh 1.0 and SENP8 block-2 -5.1.
For COc1ccc(NC(=O)CN2C(=O)COc3ccc(C)cc32)cc1 the results were UBC13 polyUb 3.4, SENP7 inh -0.7, SENP6 block -1.9, PfGluPho inh -15.2, HKDC1 inhibitor -6.7, SENP8 block-1 39.3, MIN6 prolif 0.7, SENP1 inh -1.2 and SENP8 block-2 1.9.
`O=C(NCCc1c[nH]c2ccccc12)C(=O)Nc1ccccc1` gave UBC13 polyUb 7.1, SENP7 inh -0.3, SENP6 block -34.7, PfGluPho inh -0.8, HKDC1 inhibitor -1.1, SENP8 block-1 10.7, MIN6 prolif -0.7, SENP1 inh -1.7 and SENP8 block-2 -15.3.
Screening COC(C[C@@H]1O[C@@H]1[C@@H](O)[C@H](C)OCc1ccccc1)OC returned UBC13 polyUb 2.7, SENP7 inh 0.5, SENP6 block -7.6, PfGluPho inh -13.4, HKDC1 inhibitor -1.1, SENP8 block-1 15.7, MIN6 prolif -4.5, SENP1 inh 0.2 and SENP8 block-2 3.5.
`O=C(CCN1C(=O)C2C3C=CC(C3)C2C1=O)N1CCN(c2ccc([N+](=O)[O-])cc2)CC1` (stereo not drawn) gave UBC13 polyUb -1.7, SENP7 inh -0.6, SENP6 block 3.9, PfGluPho inh -3.6, HKDC1 inhibitor -7.6, SENP8 block-1 25.3, MIN6 prolif 1.3, SENP1 inh 2.3 and SENP8 block-2 4.1.
CCOC(=O)CSc1nnc(-c2cccs2)n1-c1ccccc1 was read as UBC13 polyUb 1.3, SENP7 inh 9.7, SENP6 block -13.9, PfGluPho inh 9.5, HKDC1 inhibitor -6.2, SENP8 block-1 -41.0, MIN6 prolif -1.9, SENP1 inh 1.3 and SENP8 block-2 1.6.
Screening CCc1ccc(S(=O)(=O)Nc2ccc(C)c(NS(C)(=O)=O)c2)cc1 returned UBC13 polyUb 19.4, SENP7 inh 3.1, SENP6 block 12.4, PfGluPho inh -4.1, HKDC1 inhibitor 0.7, SENP8 block-1 3.2, MIN6 prolif -0.3, SENP1 inh 1.9 and SENP8 block-2 4.4.
Screening Cc1ccc(CNS(=O)(=O)c2cc3c(cc2C)NC(=O)CO3)cc1 returned UBC13 polyUb -5.8, SENP7 inh 0.0, SENP6 block -6.2, PfGluPho inh 1.4, HKDC1 inhibitor -4.1, SENP8 block-1 3.9, MIN6 prolif -0.3, SENP1 inh -1.7 and SENP8 block-2 -3.5.
`CN(C(=O)c1ccccc1)C1(C)CCS(=O)(=O)C1` (stereo not drawn) gave UBC13 polyUb 5.5, SENP7 inh -0.7, SENP6 block -21.7, PfGluPho inh 0.3, HKDC1 inhibitor -0.7, SENP8 block-1 10.8, MIN6 prolif -1.6, SENP1 inh 2.5 and SENP8 block-2 4.7.
CCCC(=O)N1CCN(c2ccc(NC(=S)NC(=O)CC)cc2)CC1 was read as UBC13 polyUb 0.0, SENP7 inh -2.5, SENP6 block -6.5, PfGluPho inh -1.3, HKDC1 inhibitor -12.3, SENP8 block-1 4.1, MIN6 prolif -0.1, SENP1 inh 4.7 and SENP8 block-2 -7.4.
Screening Nc1nccnc1C(=O)OCC(=O)C12CC3CC(CC(C3)C1)C2 returned UBC13 polyUb 6.9, SENP7 inh 5.9, SENP6 block -22.3, PfGluPho inh 1.8, HKDC1 inhibitor 3.6, SENP8 block-1 -387.1, MIN6 prolif 2.1, SENP1 inh -11.6 and SENP8 block-2 -8.1.
CSc1nc2ccsc2c(=O)n1-c1cccnc1 was read as UBC13 polyUb 2.8, SENP7 inh 4.1, SENP6 block -5.2, PfGluPho inh -1.0, HKDC1 inhibitor -3.5, SENP8 block-1 3.8, MIN6 prolif 1.2, SENP1 inh -5.2 and SENP8 block-2 -1.3.
For CCOC(=O)/C(C#N)=C/c1cccc(F)c1 the results were UBC13 polyUb -3.9, SENP7 inh -12.7, SENP6 block -7.3, PfGluPho inh -6.8, HKDC1 inhibitor -4.3, SENP8 block-1 -0.1, MIN6 prolif -0.3, SENP1 inh 1.7 and SENP8 block-2 -11.3.
O=[N+]([O-])c1ccccc1/C=N/n1c(C(F)(F)F)n[nH]c1=S was read as UBC13 polyUb -3.7, SENP7 inh 3.9, SENP6 block -10.8, PfGluPho inh 31.7, HKDC1 inhibitor 6.5, SENP8 block-1 22.3, MIN6 prolif -2.5, SENP1 inh 2.7 and SENP8 block-2 -3.1.
Screening c1ccc(-n2cnc3cc(NCc4ccco4)ccc32)cc1 returned UBC13 polyUb 16.9, SENP7 inh -3.0, SENP6 block -14.5, PfGluPho inh 30.5, HKDC1 inhibitor -0.5, SENP8 block-1 -431.4, MIN6 prolif -1.1, SENP1 inh 0.6 and SENP8 block-2 -13.1.
FC(F)(F)c1cc(-c2ccccn2)nc2cc(-c3ccccc3)nn12 was read as UBC13 polyUb 0.8, SENP7 inh 12.1, SENP6 block -15.9, PfGluPho inh -3.4, HKDC1 inhibitor -4.9, SENP8 block-1 -180.2, MIN6 prolif -2.8, SENP1 inh -7.5 and SENP8 block-2 -5.6.
`Cc1noc(C)c1CSCC(=O)Nc1nc(-c2ccc(F)c(F)c2)cs1` gave UBC13 polyUb -2.9, SENP7 inh 0.9, SENP6 block -15.8, PfGluPho inh 17.5, HKDC1 inhibitor 6.5, SENP8 block-1 -9.1, MIN6 prolif -4.5, SENP1 inh 1.1 and SENP8 block-2 -3.1.
For C=CCn1c(SCC(=O)C(C)(C)C)nnc1-c1ccccn1 the results were UBC13 polyUb 5.8, SENP7 inh 8.3, SENP6 block -19.2, PfGluPho inh -10.4, HKDC1 inhibitor -14.2, SENP8 block-1 12.1, MIN6 prolif 0.1, SENP1 inh 0.8 and SENP8 block-2 2.9.
For CN(C)C(CNC(C(=O)Nc1ccc(F)cc1)c1ccccc1)c1ccccc1 (stereo not drawn) the results were UBC13 polyUb -4.9, SENP7 inh 3.9, SENP6 block 3.4, PfGluPho inh 0.8, HKDC1 inhibitor 1.0, SENP8 block-1 -3.0, MIN6 prolif -2.2, SENP1 inh -0.9 and SENP8 block-2 -2.7.
Screening N#Cc1nc(-c2ccccc2F)oc1N1CCN(C(=O)c2ccco2)CC1 returned UBC13 polyUb -6.0, SENP7 inh -7.9, SENP6 block 3.0, PfGluPho inh 2.7, HKDC1 inhibitor 1.6, SENP8 block-1 -382.2, MIN6 prolif -2.7, SENP1 inh 1.7 and SENP8 block-2 -14.8.
Screening Cc1cccc(C(=O)N/N=C/c2ccc[nH]2)c1 returned UBC13 polyUb -5.1, SENP7 inh 4.5, SENP6 block 12.1, PfGluPho inh 28.5, HKDC1 inhibitor -8.9, SENP8 block-1 -134.9, MIN6 prolif -1.2, SENP1 inh -0.9 and SENP8 block-2 -1.1.

Structural class, the compounds so far with a furan ring, fused or not (2)
Screening c1ccc(-n2cnc3cc(NCc4ccco4)ccc32)cc1 returned UBC13 polyUb 16.9, SENP7 inh -3.0, SENP6 block -14.5, PfGluPho inh 30.5, HKDC1 inhibitor -0.5, SENP8 block-1 -431.4, MIN6 prolif -1.1, SENP1 inh 0.6 and SENP8 block-2 -13.1.
Screening N#Cc1nc(-c2ccccc2F)oc1N1CCN(C(=O)c2ccco2)CC1 returned UBC13 polyUb -6.0, SENP7 inh -7.9, SENP6 block 3.0, PfGluPho inh 2.7, HKDC1 inhibitor 1.6, SENP8 block-1 -382.2, MIN6 prolif -2.7, SENP1 inh 1.7 and SENP8 block-2 -14.8.

Following part:
`CCc1nc(SCC(=O)Nc2ccccc2OC)n[nH]1` gave UBC13 polyUb 6.0, SENP7 inh 2.5, SENP6 block -8.7, PfGluPho inh 4.7, HKDC1 inhibitor -2.1, SENP8 block-1 4.8, MIN6 prolif -1.0, SENP1 inh 2.2 and SENP8 block-2 1.5.
`COc1ccccc1CNC(=O)c1ccc2c(c1)OCO2` gave UBC13 polyUb 6.7, SENP7 inh 4.7, SENP6 block -34.0, PfGluPho inh -9.9, HKDC1 inhibitor -4.9, SENP8 block-1 -1.5, MIN6 prolif -3.8, SENP1 inh 0.7 and SENP8 block-2 -3.0.
Screening COCCNC(=O)c1noc2c1CCc1cc(OC)ccc1-2 returned UBC13 polyUb 7.0, SENP7 inh 11.4, SENP6 block 17.4, PfGluPho inh 3.0, HKDC1 inhibitor -6.5, SENP8 block-1 9.2, MIN6 prolif -0.4, SENP1 inh 0.8 and SENP8 block-2 -3.0.
`CCc1ccc2nc(SCC(=O)N3CCCCC3)c(C#N)cc2c1` gave UBC13 polyUb 10.9, SENP7 inh -1.5, SENP6 block -18.7, PfGluPho inh 16.8, HKDC1 inhibitor 5.2, SENP8 block-1 -24.1, MIN6 prolif 1.4, SENP1 inh -2.4 and SENP8 block-2 -7.2.
For CN(C)CCC(C(=O)c1ccccc1)c1cccnc1 (stereo not drawn) the results were PfGluPho inh 1.6, HKDC1 inhibitor -7.2, SENP8 block-1 -4.7 and SENP1 inh -0.1.
`COc1ccc(C(=O)Nc2cccc(NC(=O)c3cccs3)c2)cc1OC` gave UBC13 polyUb -8.1, SENP7 inh -6.3, SENP6 block 5.4, PfGluPho inh 1.5, HKDC1 inhibitor -1.5, SENP8 block-1 5.9, MIN6 prolif -0.6, SENP1 inh 2.5 and SENP8 block-2 -16.3.
For COc1cc2c(-c3ccc4cc[nH]c4c3)c(-c3ccsc3)oc(=O)c2cc1OC the results were UBC13 polyUb 1.2, SENP7 inh -1.5, SENP6 block -9.7, PfGluPho inh 16.3, HKDC1 inhibitor 1.2, SENP8 block-1 -289.5, MIN6 prolif -6.2, SENP1 inh -17.4 and SENP8 block-2 -1.9.
`COc1cc(C=O)ccc1OS(=O)(=O)c1ccc(NC(C)=O)cc1` gave UBC13 polyUb -0.1, SENP7 inh -0.2, SENP6 block -1.7, PfGluPho inh -12.9, HKDC1 inhibitor -1.7, SENP8 block-1 13.7, MIN6 prolif 0.1, SENP1 inh 1.2 and SENP8 block-2 2.6.
Screening Cc1cccc(CSC2=NCCN2C(=O)c2ccc(Br)o2)c1 returned UBC13 polyUb 12.5, SENP7 inh -14.4, SENP6 block -13.3, PfGluPho inh -7.3, HKDC1 inhibitor 0.0, SENP8 block-1 -0.6, MIN6 prolif 3.8, SENP1 inh 0.1 and SENP8 block-2 -0.2.
